Yfh1-off respiration: enhancers of respiration in Yfh1-depleted yeast, dose response, Friedreich's ataxia, plus single-dose screen (AID 1465); S. cerevisiae Yfh1-off respiration, WST-1 reduction, 72 h; higher fold induction means a stronger effect; 220,000 tested, 0.074% active; one-dose fold induction at 50 µM; EC50 in µM for titrated hits;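 active = fold induction of absorbance versus untreated yeast above a set limit, then at least 30% activation at any dose in follow-up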;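 note: activators that raise dye reduction in frataxin-depleted yeast; strong numbers were not always called active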
Dynein transport: blocks dynein driven cargo transport along microtubules; 3617.4 mouse cells, GR-EGFP nuclear translocation imaging; test concentration mostly 20 µM; stimulated with dexamethasone, 1 µM; stronger effect = lower value; z-score, hits read low; 220,000 tested, 0.47% active;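 active = plate z-score of nuclear minus cytoplasmic receptor signal below a set negative limit, without overly bright fluorescence or cell loss, cut at about -3.5 in these data, passing the limit was not always enough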;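 note: z-score of nuclear minus cytoplasmic ring GR-EGFP intensity difference per well; some compounds called inactive have numbers as strong as hits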
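Buffer or medium: tetracycline-free induction medium containing charcoal-stripped FBS / Reagent: dexamethasone agonist, 1.0 µM final, for 30 min / Technique: automated 10x imaging of fixed Hoechst-stained cells / Times: induction 48 h, compound 1 h, agonist 30 min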
Autophagy mod: autophagy modulation, high-content screen; MEF GFP-LC3 puncta imaging; test concentration mostly 10 µM; calls only at 10 µM (by protocol); 190,000 tested, 0.98% active;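 active = percentage of spot-positive cells more than 3 SD above its plate mean, without a fluorescence outlier flag or 80% toxicity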;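 note: spot-positive cell cutoff set from DMSO-treated cells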
MT stabilize HCS: microtubule stabilization, imaging screen; AID 2205; HeLa tubulin immunostaining HCS, 24 h; share of cells brighter than vehicle mean+2SD; 200,000 tested, 0.83% active; % tubulin-high responders, % at 10 µM;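 active = plate Z-score above 3 for both tubulin-high and condensed-nucleus cell shares, with cell loss under 80%, at 10 µM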;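 note: anti alpha tubulin signal scored within the nucleus-defined area of each cell; some results filed as inactive read as strong as hits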
Ins promoter up: MIN6 insulin promoter up-regulation | MIN6 insulin promoter-GFP reporter, high-content imaging; stronger effect = higher value | z-score at 5 µM | 190,000 tested, 0.3% active | AID 1625;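 active = z-score above 3 at 5 µM with at least 500 cells counted in the well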
M17LAP inhibition: P. falciparum M17LAP inhibitors, primary screen, biochemical, fluorogenic H-Leu-NHMec substrate, 1536-well (AID 1619) | inhibition, % at 30 µM; hits with a dose series show IC50 in µM | recombinant M17LAP, H-Leu-NHMec fluorogenic kinetic assay; higher % means a stronger effect | 220,000 tested, 0.38% active;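 active = compound inhibiting the enzyme by more than half at any dose during confirmatory dose-response retesting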;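 note: plate controls were full reaction with DMSO carrier for no effect and no enzyme background for full effect; strong numbers were not always called active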
M1AAP inhibition: malaria alanyl aminopeptidase activity blockers – biochemical, fluorogenic H-Leu-NHMec substrate, 1536-well (AID 1445) | recombinant M1AAP, H-Leu-NHMec fluorogenic kinetic assay; higher % means a stronger effect | inhibition, % at 30 µM; hits with a dose series show IC50 in µM | 220,000 tested, 0.42% active;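 active = primary inhibition above the hit cutoff, then over 50% inhibition at one or more dose response concentrations, cut at about 23% in these data, passing the limit was not always enough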;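 note: plate controls were DMSO full reaction for no effect and no enzyme background for full effect; strong numbers were not always called active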
ER stress rescue: protection against thapsigargin-triggered cell killing – 384-well, CSM14.1, ATP luminescence, primary screen (AID 1222). CSM14.1 thapsigargin-induced death rescue, ATP luminescence; higher % means a stronger effect. cellular ATP content (survival), % at 20 µM; hits with a dose series show EC50 in µM. 190,000 tested, under 10 active;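 active = EC50 below 50 µM in the dose-response confirmation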;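 note: death triggered by thapsigargin at about 15 µM added after 2 h compound pretreatment; cell ATP read after overnight thapsigargin exposure of roughly 18 to 22 hours; normalized against plate controls of thapsigargin alone and 5% DMSO vehicle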
Lipid droplet: hepatic lipid droplet formation modulation; AML12 mouse hepatocytes, oleate lipid droplets, BODIPY imaging; inhibition, % at 6.5 µM; 240,000 tested, 0.4% active;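 active = lipid droplet intensity inhibited by at least 50%, with more than 500 cells counted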
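Assay system: AML12 mouse liver cells | Compound: 6.5 µM single-point dosing | Schedule: Overnight exposure | Technique: Fluorescence imaging, 20x objective, two fields per well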
Dynein transport cytoplasmic EGFP: recorded beside Dynein transport, whose call it bears; z-score; measured here: cytoplasmic GR-EGFP intensity; stronger effect = higher value
Dynein transport nuclear GR-EGFP: second read-out of Dynein transport, no call of its own (marks repeat the call); z-score; measured here: nuclear GR-EGFP intensity;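 lower value marks the stronger effect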
Dynein transport cell count: second read-out of Dynein transport, no call of its own (marks repeat the call); z-score; measured here: cell count per field
Ins promoter up cell count: also measured in Ins promoter up; calls as there; cell count; measured here: cytotoxicity, nuclei count;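 total cells summed across four imaged fields per well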
Lipid droplet cells 6.5 µM: further read-out of Lipid droplet, marked with its call; cell count; measured here: cell count, cytotoxicity flag;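 cells counted across two imaged fields per well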
MT stabilize HCS Hoechst-high %: recorded beside MT stabilize HCS, whose call it bears; % Hoechst-high responders; measured here: nuclear condensation Hoechst responders;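 share of cells brighter than vehicle mean plus two SD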
MT stabilize HCS cytotoxicity %: recorded beside MT stabilize HCS, whose call it bears; toxicity, %; measured here: cytotoxicity by cell density;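 0% = mean cell density of plate MIN control wells and 100% = no cells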
Autophagy mod cell loss 18 h: recorded beside Autophagy mod, whose call it bears; toxicity, %; measured here: cell loss, nuclei count;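 cell loss after 18 h compound exposure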
* marks the source's active call; other numbers are inactive results; i = inactive; · = not tested or not shown.

canonical_smiles,Autophagy mod cell loss 18 h,M17LAP inhibition,Autophagy mod,Ins promoter up cell count,Yfh1-off respiration,Dynein transport,MT stabilize HCS Hoechst-high %,MT stabilize HCS cytotoxicity %,ER stress rescue,Dynein transport cell count,Ins promoter up,Dynein transport nuclear GR-EGFP,Dynein transport cytoplasmic EGFP,MT stabilize HCS,M1AAP inhibition,Lipid droplet cells 6.5 µM,Lipid droplet
O=C1NNC(c2ccccc2)=N/C1=C\c1ccccc1,·,6%,·,1089,i,0.45,·,·,·,0.6,0.19,-0.024,-0.27,·,9%,705,-8
O=C1CCC(=O)N1OCCOc1ccccc1,-4,-1%,i,1653,i,-0.043,3.2,8.3,0.7%,-0.17,-0.53,0.26,-0.28,2.4,-1%,670,24
O=C(CSCc1ccc(Cl)cc1)Nc1ccc2c(c1)OCCO2,1,11%,i,1528,i,-0.48,1.7,4.7,0.3%,0.36,1.1,-0.32,-0.15,1.1,4%,·,·
O=C(NC1CC1)C1=C[C@H](c2c[nH]c3ccccc23)C[C@H](OCc2ccc(CO)cc2)O1,·,-12%,·,930,i,-0.23,·,·,·,0.29,0.26,-0.16,-0.74,·,1%,727,-19
CC1=Nn2c(nnc2-c2ccccc2)SC1,2,23%,i,1657,i,0.68,1.1,8.3,-0.6%,1.2,-0.08,0.49,-0.29,2.4,12%,683,3
O=C(CCn1nnc2ccccc21)NNC(=O)C1CCCCC1,4,9%,i,1183,i,-0.6,1.6,7.3,-0.5%,0.96,0.17,-0.46,-0.37,1.8,-1%,729,-2
CCOC(=O)N1CCN(C(=O)COc2ccccc2Cl)CC1,16,0%,i,1150,i,0.5,2.2,6.2,1.4%,0.57,0.39,0.54,-0.2,3.2,4%,718,-18
CCC/C=N/NC(=O)c1cc(-c2ccccc2)nc2ccccc12,10,8%,i,1452,i,-0.43,1.9,4.0,1.1%,0.23,-0.13,-0.065,-0.26,2.3,15%,560,-3
COc1cccc(C2CC(c3ccccc3C)n3nc(N)nc3N2)c1 (centres undefined),-11,-4%,i,1980,i,0.19,1.7,9.8,·,-0.071,0.54,0.29,-0.18,2.4,-5%,646,-7
CN1CCN(c2ccccc2NC(=O)c2ccccc2F)CC1,·,-2%,·,988,i,0.11,·,·,·,-0.69,0.75,0.55,-0.22,·,1%,634,8
CSCc1ccc(C(=O)Nc2ccc(C(N)=O)cc2)cc1,-28,-9%,i,1521,i,-0.32,1.7,3.6,0.2%,0.31,-0.06,0.042,-0.2,2.0,-3%,·,·
CC1Cc2ccccc2N1C(=O)COC(=O)Cn1cnc2ccccc2c1=O (centres undefined),2,35%,i,1612,i,0.071,1.7,5.6,-0.6%,-0.27,0.14,0.031,0.56,3.6,-5%,·,·
COc1ccc2cc3cc(C(=O)NC(C)C)oc3nc2c1,0,-233%,i,829,i,-0.52,2.2,1.3,0.1%,0.59,0.52,-0.26,-0.2,0.3,13%,797,3
O=C(O)CCCN1C(=O)/C(=C\c2ccco2)SC1=S,-4,·,i,1438,i,-0.41,2.0,9.8,0.6%,0.46,-0.5,0.22,-0.27,1.6,·,691,-10
CCCC(=O)Nc1ccc2c(c1)nc(CCN1CCCCC1)n2C,·,-1%,·,1366,i,-0.15,·,·,·,0.039,-0.8,-0.28,-0.23,·,-2%,·,·
On1cnnc1-c1ccccc1,-8,4%,i,1014,i,-0.18,1.9,3.8,-0.7%,-0.2,1.2,-0.044,-0.18,2.7,1%,·,·
CCCN(CCC)C(=O)c1cc(-c2ccc3c(c2)OCO3)nc2ccccc12,4,-21%,i,711,i,0.17,2.7,11,-0.3%,0.17,-0.36,0.62,1.2,0.7,12%,770,-9
CCOC(=O)COc1c(OC)cc(Cl)cc1C1NC(=O)NC(C)=C1C(C)=O (centres undefined),-5,-2%,i,1178,i,-0.065,2.6,5.8,0.5%,1,-1,0.055,-0.22,2.8,-5%,771,-13
Nc1nsc2ccccc12,5,-11%,i,925,i,-0.71,3.4,0.8,0.1%,0.4,-0.94,-0.34,-0.04,6.4,0%,612,-12
Cc1cc(-c2nnc(SCC(=O)Nc3nccs3)o2)no1,·,-15%,·,1075,i,-0.75,·,·,·,-0.024,-0.02,0.054,-0.0098,·,-6%,650,5
CN(C)C(/C=C/Nc1ccc(C#N)cc1)=C(C#N)C#N,-22,4%,i,1667,i,0.096,2.0,4.5,0.1%,0.15,0.86,-0.25,-0.17,2.6,-2%,·,·
CSc1cccc(NC(=S)NCCCN2CCN(c3ccc(F)cc3)CC2)c1,-9,-3%,i,1282,i,0.77,2.5,7.9,0.9%,-0.77,-0.64,0.54,-0.31,2.0,2%,662,-3
CCCn1nnc(NC(=S)NC(=O)c2ccc(-c3ccc(Br)cc3)o2)n1,·,-3%,·,1070,i,-0.45,·,·,·,-0.36,0.3,-0.55,-0.15,·,7%,751,3
CCOc1ccc(NC(=O)CSC2=C(C#N)C(c3ccc4c(c3)OCO4)CC(=O)N2)cc1 (centres undefined),6,11%,i,·,·,0.41,5.6,13,-3.7%,-0.59,·,0.98,-0.032,2.2,3%,738,13
O=c1c2oc3ccccc3c2[nH]c(=S)n1-c1ccccc1,-8,0%,i,1391,i,0.65,3.4,9.4,-0.8%,-0.72,0.33,0.94,-0.21,2.1,6%,613,-11
O=C(NCCC1=CCCCC1)C1CCN(S(=O)(=O)c2cccc3nonc23)CC1,-3,-3%,i,676,i,0.84,2.3,3.4,-2.5%,-0.41,-0.75,0.56,-0.22,4.1,1%,746,12
CCn1c(=S)[nH]c2ccccc21,20,-1%,i,·,i,0.7,3.7,2.4,-1.4%,1.6,·,0.34,-0.24,2.9,12%,806,4
COc1ccc(Nc2nc(=O)c3cc([N+](=O)[O-])ccc3s2)cc1,·,-1%,·,948,i,-0.43,·,·,·,-0.8,0.09,0.61,-0.16,·,4%,662,13
c1ccc(-c2nnc(OCCN3CCOCC3)c3ccccc23)cc1,-5,8%,i,803,i,-0.75,1.4,6.6,0.4%,0.64,0.24,-0.42,-0.22,1.4,-1%,830,-2
Cc1onc(-c2c(F)cccc2Cl)c1C(O)c1ccc(F)cc1 (centres undefined),·,-1%,·,1091,i,-0.29,·,·,·,-0.4,0.4,-0.076,-0.11,·,7%,649,-28
COC(=O)CSc1nc(NC(C)C)nc(N2CCOCC2)n1,-9,-1%,i,·,i,-0.21,1.9,0.1,-0.7%,0.67,·,0.2,-0.26,3.3,5%,699,-3
COc1ccc(-c2cnc3nc[nH]c(=O)c3n2)cc1,1,-9%,i,·,i,0.97,3.1,5.8,-2.4%,-1.6,·,1.4,-0.17,4.5,11%,687,-4
O=C(NCCCN1CCOCC1)c1ccc(Sc2ccc(F)cc2)c([N+](=O)[O-])c1,-2,4%,i,·,i,0.0081,1.5,2.8,-1.8%,0.92,·,0.062,-0.2,4.7,6%,692,-29
COc1ccc(OC)c(NC(=O)c2cc3sccc3n2C)c1,-7,0%,i,·,i,-0.26,2.4,7.3,0.0%,0.62,·,-0.13,0.0073,2.1,10%,·,·
Cc1ccccc1NC(=O)c1sc2nc[nH]c(=O)c2c1C,17,-232%,i,1221,i,-0.15,1.4,2.4,-1.9%,2.3,1.2,0.34,-0.25,2.5,-1%,·,·
Cc1cc(=O)c2c(O)c(O)ccc2o1,15,110µM*,i,1597,i,-0.63,3.1,6.2,0.6%,-0.036,-0.43,0.03,-0.081,2.2,-16%,·,·
O=C(c1ccc2snnc2c1)N1CCSCC1,16,12%,i,1237,i,0.97,2.1,4.6,-0.3%,-1.3,0.69,1.2,-0.32,4.8,5%,·,·

High-throughput results as filed in PubChem.
